HT1080NT lethal: kills 2HG-producing HT-1080-NT fibrosarcoma cells; HT-1080-NT fibrosarcoma viability, CellTiter-Glo ATP luminescence, 48 h; Potency, µM (series often up to 46.1 µM), inactives show at the highest dose activity, negative = less viability, actives largely listed as cytotoxic; 360,000 tested, 1.6% active; AID 686970;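 further: NT is the 2HG producing partner of a matched IDH1 knockdown line; potency means the concentration at half of the fitted maximal effect; 0% = DMSO-treated cells and -100% = media-only wells without cells; nearly all actives have a fitted effect of over 55% in size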
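Luminescent CellTiter-Glo readout after 48 hours of compound exposure at 37 degrees C defined viability of HT-1080-NT cells. Activity was normalized to DMSO wells and cell-free media wells; concentration-response curves were fitted and assigned curve classes.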
ATXN viability: cell viability loss in ATXN counter-screen; AID 651635; Potency, µM (doses to about 56.7 µM), most hits filed as cytotoxic; S2 cells (HEK-293 line with an ATXN2-luciferase reporter) viability, CellTiter-Fluor protease fluorescence, 24 h; 400,000 tested, 0.49% active; further: potency means the concentration at half of the fitted maximal effect; nearly all actives have a fitted effect of over 40% in size
KB-V1 cytotox: kills drug-selected multidrug resistant KB-V1 cells | Potency, µM (series often up to 46.1 µM), inactives show at the highest dose activity change, negative = cytotoxicity, most hits filed as cytotoxic | KB-V1 MDR cells viability, CellTiter-Glo, 72 h | 400,000 tested, 3.4% active; further: potency means the concentration at half of the fitted maximal effect; on the % scale 0 is the no-effect control and ±100 the full control effect; nearly all actives have a fitted effect of over 60% in size
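Luminescent ATP read-out (CellTiter-Glo, 10 min) measures survival of drug-selected KB-V1 MDR cells after 72 h, 37 degrees C compound exposure. Medium: phenol-red-free DMEM, 10% FBS. Values from fitted concentration-response curves.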
ATXN2 expr inh: reduces ATXN2 reporter expression in HEK-293 cells. 360,000 tested, 0.72% active. Potency, µM (titrated, usually from 57 µM), for inactives: at the highest dose activity change, negative = inhibition, actives largely listed as inhibitors. HEK-293 ATXN2-luciferase reporter, luminescence, 24 h. AID 1745845; further: potency means the concentration at half of the fitted maximal effect; on the % scale 0 is the no-effect control and ±100 the full control effect; nearly all actives have a fitted effect of over 55% in size
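qHTS (up to 57 uM final) was run with 24 h compound exposure of reporter cells at 37 °C. Each well was multiplexed: SteadyGlo luminescence measured ATXN2-luciferase expression after a fluorogenic Gly-Phe-AFC viability readout (25 uM final).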
SW480 rerep: induces DNA re-replication in SW480 colon adenocarcinoma cells | SW480 DNA re-replication, Hoechst DNA content imaging, 48 h | Potency, µM (titrated, usually from 46.1 µM), for inactives: at the highest dose re-replication activation, most hits filed as activators | 340,000 tested, 1.8% active | AID 624297; further: potency means the concentration at half of the fitted maximal effect; % of control where 0% means no effect; nearly all actives have a fitted effect of over 55% in size
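Image-based read-out: total Hoechst fluorescence of nuclei (405 nm excitation, 500-530 nm emission), with hits raising the fraction of high-intensity nuclei. SW480 colon cells incubated 48 hr with compounds at 37 C.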
HT1080 IDH1KD tx: toxicity to HT-1080 IDH1 knockdown cells (counter line). HT-1080 IDH1 knockdown viability, ATP luminescence, 48 h. Potency, µM (doses to about 46.1 µM), for inactives: at the top dose activity, negative = toxicity, most hits filed as cytotoxic. 360,000 tested, 2% active;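 further: potency means the concentration at half of the fitted maximal effect; 0% = DMSO wells and -100% = cell-free medium wells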
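CellTiter-Glo luminescence after 48 h compound exposure at 37 degrees C of IDH1-knockdown HT-1080 cells in 5% FBS RPMI. %Activity scaled between DMSO wells and cell-free media wells, with curves fitted and assigned curve classes.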
KB-3-1 tox: kills parental KB-3-1 adenocarcinoma cells; 400,000 tested, 1.4% active; KB-3-1 viability, CellTiter-Glo ATP luminescence, 72 h; Potency, µM (titrated, usually from 46.1 µM), inactives show at the top dose activity change, negative = cytotoxic, actives largely listed as cytotoxic; AID 1347075; further: potency means the concentration at half of the fitted maximal effect; on the % scale 0 is the no-effect control and ±100 the full control effect; nearly all actives have a fitted effect of over 60% in size
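Cells are dispensed, compounds pinned in, plates held at 37 °C for 72 h, then CellTiter-Glo is added and luminescence read after 10 minutes. Cell line: parental KB-3-1 in phenol-red-free DMEM, 10% FBS.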
IL-1B inflam inh: blocks inflammasome-driven IL-1 beta release | AID 743279 | 360,000 tested, 4.7% active | activity change, % at 57.5 µM | THP-1 LPS/ATP IL-1B secretion, AlphaLISA, 16 h; active compounds read low; in the data active means activity change below about -50%; inconclusive means mostly about -30% to -49%; further: on the % scale 0 is the no-effect control and ±100 the full control effect
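Secreted IL-1B measured by AlphaLISA bead assay after 16 h compound exposure of THP-1 cells; compounds (final up to 57.5 uM) added 1 h before LPS (250 ng/mL) and ATP (1.25 mM) stimulation; lower signal means less secretion.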
MCF10A rerep: induces DNA re-replication in MCF 10a normal breast cells | MCF 10A DNA re-replication, Hoechst nuclear intensity, 48 h | Potency, µM (doses to about 46.1 µM), without a hit: top-dose activity, positive = re-replication, hits mostly activators | 350,000 tested, 2.9% active; further: potency means the concentration at half of the fitted maximal effect; % of control where 0% means no effect; nearly all actives have a fitted effect of over 50% in size
Starred values were filed as active, the others as inactive; i = inactive; ? = inconclusive; . = not tested or not shown; [ ] = another dose, or the depositor's remark. Unless noted, the call rests on the fitted dose curve; in most records, active means well fitted curve in the direction sought with a large enough effect; inconclusive means small, poorly fitted or top-dose-only effect, or another doubt; inactive means no such curve, though single readings can be large; an effect the other way counts as inactive or inconclusive.

cpd	Compound	HT1080NT lethal	ATXN viability	KB-V1 cytotox	ATXN2 expr inh	SW480 rerep	HT1080 IDH1KD tx	KB-3-1 tox	IL-1B inflam inh	MCF10A rerep
1	CCOc1ccc(NC(=O)CN(C)C(=O)c2cccnc2Sc2ccc(Cl)cc2)cc1OCC	-3.3%	i	-8.3%	1.5%	?	-2.1%	-1.7%	15.1	10.0%
2	Cc1ccc(NC(=O)CSc2n[nH]c(-c3ccco3)n2)cc1	20.6%	i	20.5%	-1.1%	-1.5%	18.2%	4.7%	6.4	-2.5%
3	CCOC(=O)C1(CCOc2ccccc2)CCN(Cc2ccc(OC)cc2)CC1	?	?	?	0.0%	?	?	-21.1%	?	9.8%
4	CCCCc1ccc(C(=O)c2c(N)c(C(=O)Nc3cccc(OC)c3)c3ccccn23)cc1	.	i	3.7%	-0.6%	.	.	11.0%	.	.
5	Cc1ccc(-n2ncc3c(=O)n(Cc4cccnc4)cnc32)cc1	-1.1%	i	11.6µM*	2.4%	-10.4%	-2.1%	18.4µM*	12.5	-0.8%
6	Nc1ncccc1C(=O)OCC(=O)N1CCN(S(=O)(=O)c2ccc(Cl)cc2)CC1	-10.7%	?	-17.2%	.	-4.3%	-12.9%	1.6%	-11.7	-3.9%
7	O=C(Cc1ncc(C(F)(F)F)cc1Cl)N1CCN(c2ccccn2)CC1	5.1%	i	-20.0%	-4.1%	?	-2.5%	-1.2%	4.5	?
8	Cc1ccccc1N1C(=O)C2ON(c3ccccc3)C(c3ccco3)C2C1=O (stereo unspecified)	13.2%	i	16.0%	.	10.2%	2.9%	0.2%	11.6	9.1%
9	Cc1nc2c(C(=O)N(C)Cc3ccccc3)c[nH]n2c(=O)c1Cc1ccc(Cl)cc1	.	i	-55.5%	-31.3%	.	.	?	.	.
10	COC(=O)CCSCC(=O)Nc1cc(C)on1	-4.7%	i	12.1%	4.3%	-0.5%	11.0%	4.0%	7.4	?
11	Fc1ccc(COc2ccccc2CNc2nn[nH]n2)cc1	6.8%	i	1.8%	-4.7%	-7.2%	9.9%	2.4%	17.8	0.3%
12	O=C(NC1CC1)c1ccc2c(Cl)c3c(nc2c1)CCCC3	1.5%	?	-5.7%	.	12.8%	11.6%	0.0%	-29.3	?
13	O=C(NCCCN1CCOCC1)c1cccc(NC(=O)c2ccccc2)c1	18.4%	i	50.7%	0.7%	-7.3%	2.5%	13.1%	2.2	-0.7%
14	CC1CCN(C(=O)COC(=O)c2ccc(Br)o2)CC1	7.7%	i	4.8%	22.5%	1.5%	5.4%	?	7.0	-5.2%
15	COc1ccc(C(=O)Nc2ccc3oc(-c4cccnc4)nc3c2)cc1	.	?	?	-12.3%	.	.	3.2%	.	.
16	OC(c1ccccn1)C1CCN(Cc2nc(C(c3ccccc3)c3ccccc3)no2)CC1 (stereo unspecified)	-2.5%	i	-6.9%	.	1.8%	-2.6%	-25.8%	35.9	20.6%
17	COc1cc(/C=C/c2cc(C(=O)O)c3ccccc3n2)cc(OC)c1O	-4.1%	?	0.0%	-10.1%	-0.4%	9.9%	16.3%	-4.2	?
18	COc1ccc(-c2cc3nc(-c4ccccc4)cc(N4CCCC(O)C4)n3n2)cc1 (stereo unspecified)	?	i	-6.0%	.	?	20.6µM*	2.5%	?	20.6µM*
19	COc1ccc(C(C)=O)cc1COc1ccc(Cl)c(C)c1	0.0%	i	-15.2%	2.0%	-0.3%	-7.0%	-11.0%	-8.1	?
20	COc1ccc(-c2c(C)cc3oc(=O)cc(-c4ccccc4)c3c2C)cc1OC	7.6%	?	0.0%	-28.5%	14.2%	5.9%	0.0%	28.2	-32.5%[inhibitor]
21	CCOC(=O)c1[nH]c(C)c(C(=O)OCC(=O)NC(=O)NC(C)(C)C)c1C	0.9%	i	5.5%	0.1%	0.0%	4.6%	1.3%	0.8	0.2%
22	O=C1c2ccccc2C(=O)C1c1ccccc1F	20.9%	i	0.0%	-27.7%	-1.1%	8.0%	-9.8%	-5.6	1.1%
23	CN(C)C(=O)CSc1nc2ccc(C(=O)c3ccccc3)cc2[nH]1	-23.7%	i	-13.2%	.	?	?	0.7%	-15.1	7.6%
24	Cn1nc(C(F)(F)F)c(C(=O)Nc2ccc(F)cc2F)c1Sc1ccc(Cl)cc1	-6.4%	i	-17.1%	-10.4%	-0.3%	-29.3%	-4.1%	-1.8	5.3%
25	CCCn1c2ccccc2c2cnn(CC(=O)NC3CCCCC3)c(=O)c21	-8.8%	i	-1.8%	.	?	0.0%	-14.0%	-9.4	-0.9%
26	COc1ccc(-c2ccc(CCC(=O)O)n2C(C)C)cc1	0.9%	i	4.8%	19.3%	0.7%	-1.9%	7.6%	13.0	-7.2%
27	CC1=C(C(=O)Nc2ccccc2)C(c2ccncc2)n2nc(SCc3ccccc3F)nc2N1 (stereo unspecified)	.	i	1.2%	-3.9%	.	.	2.5%	.	.
28	CSc1ccccc1NC(=O)CN(C)C(C)C(=O)NCc1ccc2c(c1)OCO2 (stereo unspecified)	15.8%	i	-0.2%	2.8%	1.1%	5.6%	4.9%	-0.3	10.6%
29	N=c1c2c(-c3ccccc3)c(-c3ccccc3)n(Cc3ccccc3)c2ncn1CCCO	?	?	?	?	?	5.62µM*	-4.5%	-2.4	26.0%
30	COc1cccc(C(=O)NNC(=O)c2ccccc2-n2cccc2)c1	9.3%	i	-15.9%	-24.4%	-17.4%	1.8%	-7.7%	-1.8	-11.1%[9.22 µM]
31	O=C(Nc1ccccc1N1CCOCC1)c1ccc([N+](=O)[O-])s1	?	?	?	?	16.4µM*	?	?	31.4	?
32	O=C(c1ccc2c(=O)n(-c3ccccc3)c(=S)[nH]c2c1)N1CCCCC1	-27.3%	i	?	-18.9%	-2.8%	-27.1%	7.31µM*	10.8	?
33	Cc1cccn2c(=O)nc(SCC(=O)N3N=C(c4cccs4)CC3c3ccc(F)cc3)nc12 (stereo unspecified)	-9.9%	?	?	-4.8%	-14.5%	-29.8%	-14.0%	-10.6	4.6%
34	C=CCn1c(=S)sc2c(=O)[nH]cnc21	10.3%	i	0.0%	-19.2%	-3.8%	-0.8%	2.8%	1.8	-0.3%
35	COCCN(Cc1nc(C2(c3ccc(C)cc3)CCCC2)no1)C(C)C	-3.5%	i	?	-6.1%	-4.8%	-7.2%	0.0%	28.4	4.4%
36	O=C1CS/C(=N\N=C\c2ccccc2Cl)N1CC1CC1	-1.1%	i	10.7%	.	-12.6%	-2.9%	1.4%	21.9	27.0%
37	Cc1cccc(C)c1-n1c(SCC(=O)N2CC(=O)Nc3ccccc32)nc2ccccc2c1=O	-10.9%	?	18.4µM*	-12.8%	.	-14.6%	?	-11.0	8.5%
38	CCCCC1=CC2=CC(=O)C(C)(OC(=O)CC)C(=O)C2=CN1CCc1ccccn1 (stereo unspecified)	1.2%	i	6.2%	-8.0%	-1.0%	-16.7%	2.5%	34.3	-15.3%
39	CC(C)CCOC(=O)c1ccc(N(C)C)cc1	.	i	.	52.7%[activator]	-2.6%	.	.	.	21.2%
40	CC1(C2CC2)NC(=O)N(CC(=O)N2CCN(S(=O)(=O)c3ccc(F)c(F)c3)CC2)C1=O (stereo unspecified)	-1.2%	i	-6.1%	-3.2%	-5.5%	2.1%	-4.4%	12.3	-4.7%
41	CC(C)CC(=O)NC(=S)NCc1ccccc1	-1.4%	.	-5.5%	8.2%	11.7%	2.5%	3.4%	1.1	5.0%
42	COCCN(C(=O)COC(=O)/C=C/c1cccc(C(F)(F)F)c1)c1c(N)n(CC(C)C)c(=O)[nH]c1=O	10.0%	i	?	-1.3%	-1.5%	20.8%	26.5%	8.8	-1.4%
43	CCOc1ccccc1/C=C/c1onc(C)c1S(=O)(=O)N1CCC(C(=O)NC)CC1	0.2%	i	6.9%	-1.1%	-0.3%	7.5%	-2.3%	27.3	-1.8%
44	CCc1nn(-c2ccccc2)c2nc(-c3ccccc3OC)c3cc(OC)c(OC)cc3c12	.	i	-3.3%	-8.2%	.	.	-0.1%	.	.
45	CCCOc1ccc(CNC(=O)Cc2cccs2)cc1	4.9%	i	1.8%	43.7%[activator]	6.2%	5.8%	25.9%	27.0	?

Retrieved by compound from above:
cpd	Compound	HT1080NT lethal	ATXN viability	KB-V1 cytotox	ATXN2 expr inh	SW480 rerep	HT1080 IDH1KD tx	KB-3-1 tox	IL-1B inflam inh	MCF10A rerep
28	CSc1ccccc1NC(=O)CN(C)C(C)C(=O)NCc1ccc2c(c1)OCO2 (stereo unspecified)	15.8%	i	-0.2%	2.8%	1.1%	5.6%	4.9%	-0.3	10.6%
35	COCCN(Cc1nc(C2(c3ccc(C)cc3)CCCC2)no1)C(C)C	-3.5%	i	?	-6.1%	-4.8%	-7.2%	0.0%	28.4	4.4%
43	CCOc1ccccc1/C=C/c1onc(C)c1S(=O)(=O)N1CCC(C(=O)NC)CC1	0.2%	i	6.9%	-1.1%	-0.3%	7.5%	-2.3%	27.3	-1.8%
31	O=C(Nc1ccccc1N1CCOCC1)c1ccc([N+](=O)[O-])s1	?	?	?	?	16.4µM*	?	?	31.4	?

Among those listed so far, these contain a COOH group.
cpd	Compound	HT1080NT lethal	ATXN viability	KB-V1 cytotox	ATXN2 expr inh	SW480 rerep	HT1080 IDH1KD tx	KB-3-1 tox	IL-1B inflam inh	MCF10A rerep
17	COc1cc(/C=C/c2cc(C(=O)O)c3ccccc3n2)cc(OC)c1O	-4.1%	?	0.0%	-10.1%	-0.4%	9.9%	16.3%	-4.2	?
26	COc1ccc(-c2ccc(CCC(=O)O)n2C(C)C)cc1	0.9%	i	4.8%	19.3%	0.7%	-1.9%	7.6%	13.0	-7.2%
